Assay outcomes from PubChem.
APP transl inh – APP translation inhibition; 0.82% of 190,000 active; SH-SY5Y APP 5'UTR-luciferase reporter, luminescence; inhibition, % at 2 µM;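 active means inhibition above a set limit, derived from the sample mean plus 3 SD, cut at about 45% in these data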; further: values of inactives mirror those of a sister screen read the other way
STAT1 act – activators of IFN-gamma induced STAT1 signaling. NIH 3T3 STAT1-luciferase reporter, luminescence; 100% = IFN-gamma alone, no compound. activation (% of control), % at 5.5 µM. 2.6% of 200,000 active;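 active means activation above the screen-wide mean activation plus 3 SD, cut at about 130% in these data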;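 further: raw ratio to IFN-gamma control signal so 100% means no change and 0% no light; values of inactives mirror those of a sister screen read the other way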
NF-kB expr up – NF-kB expression increase, human neuronal cells; NF-kB reporter expression; active compounds read high; AID 1239; fold change at 12.5 µM; 1.6% of 190,000 active; in the data active means fold change above about 3.3
FLuc inhib CS – counter-screen for luciferase assay inhibitors: firefly luciferase inhibition; P08659; ATPLite firefly luciferase biochemical luminescence, 10 min; inhibition, % at 10 µM; 1.5% of 200,000 active; AID 1006;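 active means inhibition above about 50% when tested at 10 µM, limit read from the data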
Target sequence (P08659 whole entry, looked up): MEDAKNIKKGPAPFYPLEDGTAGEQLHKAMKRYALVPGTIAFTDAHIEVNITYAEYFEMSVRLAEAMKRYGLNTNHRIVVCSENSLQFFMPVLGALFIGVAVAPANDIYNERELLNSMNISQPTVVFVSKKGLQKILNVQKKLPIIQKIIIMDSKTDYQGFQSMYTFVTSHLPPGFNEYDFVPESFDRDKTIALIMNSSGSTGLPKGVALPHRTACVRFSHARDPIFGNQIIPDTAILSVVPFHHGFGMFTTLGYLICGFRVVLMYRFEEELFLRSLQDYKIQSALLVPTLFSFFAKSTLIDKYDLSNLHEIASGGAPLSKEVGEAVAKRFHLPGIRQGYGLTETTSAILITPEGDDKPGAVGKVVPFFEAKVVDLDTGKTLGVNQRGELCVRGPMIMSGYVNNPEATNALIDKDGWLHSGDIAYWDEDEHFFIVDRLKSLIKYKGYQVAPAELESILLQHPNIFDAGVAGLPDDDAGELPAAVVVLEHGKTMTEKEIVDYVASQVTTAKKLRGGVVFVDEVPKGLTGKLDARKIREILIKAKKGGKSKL
APP 5'UTR act – APP 5'UTR luciferase reporter activation; 1% of 190,000 active; SH-SY5Y APP 5'UTR luciferase reporter, luminescence; zero percent = DMSO vehicle wells; activation, % at 2 µM;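 active means activation above a set limit, based on mean plus 3 SD of controls, cut at about 140% in these data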; further: values of inactives mirror those of a sister screen read the other way
Hsp70 act – transcriptional activators of Hsp70 | activation, % at 10 µM | HeLa Hsp70 promoter luciferase reporter, luminescence; scaled: vehicle 0, proteasome-inhibitor control 100% | AID 1203 | 0.04% of 200,000 active;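 active means activation above the mean across all tested compounds plus 3 SD, cutoff set per campaign, cut at about 5.5% in these data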;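 further: 100% = MG132 at 30 µM as the positive control and 0% = DMSO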
RAM inhibit – inhibitors of the yeast RAM network; inhibition, % at 50 µM; 1.8% of 190,000 active; S. cerevisiae dse1pr::URA3 reporter, 5-FOA growth OD615, 2 d; analog-sensitive cbk1-as2 kinase mutant strain;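 active means inhibition above a set limit, 3 SD over mean compound inhibition, cut at about 8.4% in these data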;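 further: 0% = DMSO-only wells with no growth and 100% = 10 µM 1-NA-PP1 full growth; inhibition rescues growth on 5-FOA so higher OD means more RAM inhibition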
STAT1 inh – reduces IFN-gamma driven STAT1 reporter signal | 0.35% of 200,000 active | NIH 3T3 STAT1-luciferase reporter, luminescence | inhibition, % at 5.5 µM;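 active means inhibition above a set limit, the mean inhibition across all tested compounds plus 3 SD, cut at about 34% in these data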;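 further: 0% = IFN-gamma with DMSO and 100% = IFN-gamma with 300 µM nifuroxazide; values of inactives mirror those of a sister screen read the other way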
STAT3 activator – STAT3 signaling activation | U3A cells, IL-6 STAT3-luciferase reporter, luminescence; 100% = signal with IL-6 EC80 alone | activation (% of control), % at 5.6 µM | 0.91% of 190,000 active | AID 871;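 active means activation above the screen-wide mean of compound activation plus 3 SD, cut at about 130% in these data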;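 further: 0% = background luminescence of wells with medium and substrate only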
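Material: STAT3-luciferase reporter U3A cells. Controls: IL-6-treated wells, 100% activation. Read-out: % activation versus median of IL-6-stimulated wells. Probe or stimulus: IL-6 stimulus at 33 ng/mL final. Timing: compound 1 h, then IL-6 6 h at 37 °C. Signal: reporter luminescence signal.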
STAT3 inh – STAT3 signaling inhibition. U3A cells, IL-6 STAT3-luciferase reporter, luminescence; host cell line lacks STAT1. inhibition, % at 5.5 µM. 0.89% of 190,000 active. AID 862;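 active means inhibition above the mean inhibition across all screened compounds plus 3 SD, cut at about 44% in these data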;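 further: 0% = DMSO only wells and 100% = 100 µM nifuroxazide control wells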
Active calls of the source: *; . = not tested or not shown. Compounds as they come. Share with any hit: about 7.7%.

SMILES	APP transl inh	STAT1 act	NF-kB expr up	FLuc inhib CS	APP 5'UTR act	Hsp70 act	RAM inhibit	STAT1 inh	STAT3 activator	STAT3 inh
CONC(=O)Nc1ccccc1[N+](=O)[O-]	-20	99	1.2	0	20	-0.3	-0.4	1	100	-5
Fc1ccc(CNCc2ccc(Br)cc2)cc1	5	98	1.1	-5	-5	-0.1	0.5	3	86	19
COc1cc2cc(C(c3nnnn3C3CCCCC3)N(C)C3CCCCC3)c(=O)[nH]c2cc1OC (stereo unspecified)	4	101	0.72	0	-4	-0.1	-0.2	-2	108	-3
O=C(NCc1cccs1)c1ccc(S(=O)(=O)N2CCCCC2)cc1	6	95	0.95	0	-6	-0.1	1.4	5	114	-16
Cc1cc(C)nc(NC(=O)/C=C/c2ccc(Cl)cc2Cl)c1	-61	107	1.6	9	61	-0.1	-0.5	-8	98	10
O=C(OC1CSc2nc3ccccc3n2C1)c1ccco1 (stereo unspecified)	3	98	1.1	-8	-3	0.2	1.1	4	97	8
COc1ccc(NC(=O)c2ccccc2N(Cc2ccccc2)S(C)(=O)=O)cc1	3	96	1.2	-11	-3	-0.5	-0.4	2	98	8
CCOc1ccc2nc(NC(=O)C(CCSC)NS(=O)(=O)c3cccs3)sc2c1 (stereo unspecified)	-3	107	0.83	-3	3	-0.1	2.2	-6	106	-7
COc1ccc(OC)c(NC(=O)CN2C(=O)c3ccccc3S2(=O)=O)c1	16	95	1.1	0	-16	0.0	4.5	7	97	8
CN(C)/C=C/C(=O)/C=C/c1ccc(Cl)cc1	-68	119	0.95	49	68	0.1	5.0	-25	97	8
Cc1ccc(S(=O)(=O)NC(=O)Nc2ccc(Cl)cn2)cc1	12	104	1.1	-2	-12	0.0	0.7	-4	102	2
COC(=O)C(C)Sc1nc(N)c(NC(=O)c2ccco2)c(=O)[nH]1 (stereo unspecified)	-4	99	1.4	-3	4	-0.2	1.9	-1	.	.
CCOc1cccc(C(=O)NC(=S)Nc2ccc(N3CCCC3)cc2)c1	-6	106	1.1	-5	6	-0.3	11*	-5	101	8
COc1ccc(NC(=O)C2CCN(S(C)(=O)=O)CC2)cc1	6	102	1.2	-5	-6	-0.4	1.1	-3	103	-3
Cc1ccc(S(=O)(=O)N2CCOC2CNC(=O)C(=O)NCc2ccco2)cc1 (stereo unspecified)	-17	89	0.93	-8	17	0.0	-0.3	12	98	2
CN(NC(=O)/C=C/C(=O)O)c1ncc(C(F)(F)F)cc1Cl	-8	94	0.95	5	9	-0.2	1.5	5	104	2
CSc1nc(C)c(C(=O)Nc2ccccc2)c(C)c1C#N	-6	100	1.1	-8	6	0.2	2.3	0	100	4
COc1ccc(C2Nc3ccccc3C(=O)N2c2ccc(C)cc2)cc1Cn1nc(C)c([N+](=O)[O-])c1C (stereo unspecified)	-47	107	1.5	-4	47	0.2	3.0	-7	104	7
CCCCCC(=O)Nc1ccc2ccccc2c1	-21	124	2.7	0	21	-0.1	1.0	-26	103	-5
CCc1c(O)nc(SCc2nc3ccccc3c(=O)[nH]2)[nH]c1=O	-5	98	1.1	-2	5	-0.1	0.7	1	108	-5
CC(=O)C1=C(c2cccc([N+](=O)[O-])c2)N(C(C)=O)n2c(C)nnc2S1	-6	83	1.5	-5	6	0.1	-0.1	18	104	7
COc1ccccc1OC(=O)CN1C(=O)c2ccccc2C1=O	-6	98	1.5	-2	6	-0.1	1.6	2	100	6
O=C(c1ccco1)N1CCN(C2CCCC2)CC1	0	99	1.2	-9	0	-0.4	-0.1	-1	97	10
Cn1c(=NC(=O)CCl)sc2ccccc21	25	92	0.13	-3	-25	0.1	1.1	8	85	21
O=C(Nc1ccc(Br)cc1)c1cccn1-c1ncc(C(F)(F)F)cc1Cl	6	102	0.98	-3	-6	-0.2	3.3	-2	104	1
CC(C)(C)NC(=O)c1ccc2c(c1)C1C3CCC(C3)C1C(c1ccccc1)N2 (stereo unspecified)	3	106	1	-1	-3	-0.3	6.1	-6	106	-5
CCNc1nc(NC(C)C)nc(Oc2ccc(/C=N/O)cc2)n1	-8	100	0.93	-7	8	-0.3	0.9	0	113	-9
CCc1nnc(NC(=O)CSc2ncc(-c3ccccc3)n2CC)s1	-9	103	1.5	-8	9	-0.5	0.9	-3	101	3
Cc1nccc2[nH]c(=O)c(C(=O)NC(C)CCc3ccccc3)cc12 (stereo unspecified)	-4	83	0.71	-9	4	-0.1	1.0	18	100	12
FC(F)Oc1ccc(NC(=S)NCc2ccccc2)cc1Cl	-16	102	0.91	-4	16	-0.1	2.1	-2	92	15

Three neighbouring compounds from above, quoted:
SMILES	APP transl inh	STAT1 act	NF-kB expr up	FLuc inhib CS	APP 5'UTR act	Hsp70 act	RAM inhibit	STAT1 inh	STAT3 activator	STAT3 inh
CCc1nnc(NC(=O)CSc2ncc(-c3ccccc3)n2CC)s1	-9	103	1.5	-8	9	-0.5	0.9	-3	101	3
Cc1nccc2[nH]c(=O)c(C(=O)NC(C)CCc3ccccc3)cc12 (stereo unspecified)	-4	83	0.71	-9	4	-0.1	1.0	18	100	12
FC(F)Oc1ccc(NC(=S)NCc2ccccc2)cc1Cl	-16	102	0.91	-4	16	-0.1	2.1	-2	92	15

The list continues.
SMILES	APP transl inh	STAT1 act	NF-kB expr up	FLuc inhib CS	APP 5'UTR act	Hsp70 act	RAM inhibit	STAT1 inh	STAT3 activator	STAT3 inh
CC(CN1CCCCC1)NC(=O)c1cc(-c2ccccn2)nc2ccc(Cl)cc12 (stereo unspecified)	-14	97	1.1	-6	14	-0.3	1.0	1	117	-15
Cc1ccc2cc(CN(Cc3ccc4c(c3)OCO4)Cc3nnnn3Cc3ccco3)c(=O)[nH]c2c1C	-7	97	0.47	-3	7	-0.3	6.8	3	101	2
CCCOc1ccc(C2C(C(=O)c3ccco3)=C(O)C(=O)N2CCN2CCOCC2)cc1OC (stereo unspecified)	-9	104	1.4	-3	9	-0.1	0.4	-4	108	-7
CCc1cc(C(=O)NNC(=S)NCc2ccccc2)cs1	-9	103	1.1	-5	9	-0.2	0.1	-3	101	3
Cc1ccc(NS(=O)(=O)c2ccc(OCC(=O)NCc3cccnc3)cc2)cc1	3	92	0.98	0	-3	-0.3	0.3	11	101	-4
COc1ccc(Cl)cc1NC(=O)CSc1nc(N2CCCCC2)nc(N2CCCCC2)n1	-7	100	1.1	0	7	0.2	2.2	0	103	-2
C=CCn1c(Cc2cccs2)nnc1SCC(=O)c1ccc(F)cc1	3	113	1.6	-2	-3	0.0	-0.7	-14	95	8
COc1ccc(Br)cc1/C=C/C(=O)Nc1ccc(C)cc1	-15	104	0.83	-2	15	0.2	2.8	-4	111	-18
CCOc1ccc(N2C(=O)C3C(c4ccccc4)=NN(c4ccccc4)C3C2=O)cc1 (stereo unspecified)	-8	100	0.97	-4	8	-0.3	3.5	0	100	5
OCC(Cc1ccccc1)Nc1c2ccccc2nc2ccccc12 (stereo unspecified)	-1	93	1.1	-3	1	-0.2	0.9	8	86	16
CN(C)c1ccc(N/C=C/C(=O)C(C)(C)C)cc1	-37	112	1.2	24	37	-0.1	2.3	-13	95	12
c1ccc(N2CC[N+]3(CCCC3)CC2)nc1	6	102	1.2	2	-6	-0.5	-0.7	-2	107	2
CSc1nc2ccccc2s1	-8	100	1.1	6	8	-0.6	-1.7	0	98	14
CCOP(=O)(OCC)C(Nc1cc(Cl)cc(Cl)c1)c1cccc(O)c1 (stereo unspecified)	-19	105	0.78	-2	19	0.0	-0.2	-6	114	-6
OCCNC(=S)Nc1ccc(Oc2ccccc2)cc1	-4	101	1	-3	4	-0.2	1.0	-5	102	3
O=C(Cc1c[nH]c2ccccc12)Nc1nnc(C2CC2)s1	9	87	0.95	-5	-9	-0.1	1.4	13	137*	-35
O=C1Nc2ccccc2N(O)N1c1ccc(S(=O)(=O)N2CCCCCC2)cc1	2	88	1.3	0	-2	-0.2	0.5	13	99	-1
O=C(CSc1ccsc1[N+](=O)[O-])N1CCN(c2ccccc2)CC1	-19	97	1.2	-5	19	-0.4	2.4	3	101	-6
CCN1C(=O)c2cccc3c(NC(=O)C(C)(C)C)ccc1c23	4	101	1.1	-8	-4	0.0	-0.7	-1	94	11
COCCCn1[nH]c2c3c(ccc2c1=O)C(=O)c1ccccc1C3=O	-3	94	0.84	-3	3	-0.2	0.5	0	89	14
CCC(C)(C(=O)NC1CCCCC1)N(CC1CCCO1)C(=O)c1ccccn1 (stereo unspecified)	-5	102	0.9	-1	5	-0.6	-0.5	-3	102	1
Cc1ccc(C2N(c3ccccc3)C(=O)N3CCCN23)cc1 (stereo unspecified)	-3	106	1.1	-8	3	-0.1	2.3	-8	103	2
C=CCN1C(=O)/C(=C/c2ccc(OCC(=O)O)cc2)S/C1=N/c1nccs1	20	94	1.1	-3	-20	-0.4	1.7	7	103	-3
O=C(O)CCCCCCCCCCCc1ccccc1	3	105	1.1	-10	-3	-0.1	0.7	-7	110	-10
COc1ccc(NC(=O)CCOc2ccccc2)cc1	-36	123	2.5	-6	36	0.4	1.2	-26	103	-3
O=C(Nn1c(SCc2ccccc2F)nc2ccsc2c1=O)c1ccccc1	-6	100	1.2	-5	5	-0.5	5.9	0	100	-2
c1ccc(N2CCN(Cc3nnnn3C3CCCCC3)CC2)cc1	-5	103	1.2	-4	5	-0.3	-0.5	-4	98	13
O=C(NC1CCCC1)c1n[nH]c2ccccc12	-69	138*	1.3	18	69	0.3	0.9	-41	95	8
Nc1c(C(=O)NCc2ccco2)c2nc3ccccc3nc2n1CCc1ccccc1	7	90	1.1	-1	-7	-0.3	6.1	11	81	25
O=C(COC(=O)/C=C/c1ccccc1Cl)NCc1ccco1	-20	91	1	-6	20	-0.1	0.9	10	107	-2
COc1nn(C(C)C(=O)N2N=C(C(F)F)CC2(O)C(F)F)cc1[N+](=O)[O-] (stereo unspecified)	8	102	1.1	0	-8	-0.1	0.2	-3	104	-2
c1ccc2c(c1)CCCN2c1nc2ccccc2n2cnnc12	-12	106	0.58	-1	12	0.0	1.0	-7	164*	-65
CCOC(=O)C(=O)Nc1ccc2c(c1)OCO2	-12	96	1.3	-3	12	0.1	-0.1	-3	103	-3
Cc1ccccc1NC(=O)C1(C)Cc2ccccc2C(=O)O1 (stereo unspecified)	29	97	0.9	-4	-29	0.0	2.0	6	96	8
Cc1ccc(S(=O)(=O)N2CCCCC2)cc1C(=O)N1CCN(c2ccccn2)CC1	-8	97	1.1	-4	8	-0.1	1.1	2	101	6
Cc1c(C(=O)/C=C/c2cccs2)oc2ccc(F)cc12	9	98	2.6	84*	-9	-0.1	6.1	2	151*	-51
Cc1nn(-c2ccccc2)c(C)c1-c1cc(C(=O)N/N=C/c2cccnc2)[nH]n1	2	127	1.4	-1	-2	-0.4	2.5	-31	97	6
COC(=O)[C@@H](NC(=O)O[C@H]1C(=O)c2ccc(OC)cc2O[C@@H]1c1ccc2c(c1)OCO2)C(C)C	14	101	0.92	2	-14	0.1	6.4	-1	103	-6
O=C(NC(=S)N1CCN(c2ccc(F)cc2)CC1)c1cccs1	3	94	1.3	-5	-3	-0.2	-1.1	7	94	8
